Screening data: PubChem, National Center for Advancing Translational Sciences (NCATS)
HTT aggregate: mutant huntingtin aggregation inhibition; PC12 HttQ103-GFP aggregates, Acumen cytometry, 40 h; Potency, µM (highest dose often 46.1 µM), inactives show top-dose activity change, negative = inhibition, actives largely listed as inhibitors; 220,000 compounds, 1.1% hits; AID 1688; also: potency is read from the fitted curve at half-maximal effect; % is scaled to controls: 0 for no effect and ±100 for the full control effect; nearly all actives have a fitted effect of over 60% in size
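PC12 cells with ecdysone-inducible HTT exon1 Q103-GFP, induced by 100 nM tebufenozide, given compounds in a concentration series. GFP aggregates (1–25 um, 6 SD above background) counted in lysates by laser-scanning cytometry, 488 nm excitation.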
GAA inh: inhibitors of human lysosomal alpha-glucosidase | P10253 | Potency, µM (titrated, usually from 76.9 µM), inactives show at the highest dose activity change, negative = inhibition, hits mostly inhibitors | 200,000 compounds, 0.005% hits | purified human GAA, 4-MU-alpha-glucoside fluorescence;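 also: potency is read from the fitted curve at half-maximal effect; plate controls were uninhibited enzyme wells for no effect and no-enzyme background for full effect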
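Compounds are titrated up to 77 uM against 4 nM human enzyme. Substrate 4-methylumbelliferyl-alpha-D-pyranoside (400 uM) reacts 20 min at room temperature in pH 5.0 buffer; liberated 4-methylumbelliferone is read at 440 nm.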
CBFb-RUNX1 inh: CBF-beta/RUNX1 interaction disruption; Q01196+Q13951; AlphaScreen CBFb-His/RUNX1-biotin binding, biochemical; Potency, µM (titrated, usually from 59.8 µM), for inactives: top-dose activity, negative = inhibition, hits mostly inhibitors; 230,000 tested, under 10 active; AID 1477; also: % of control where 0% means no effect
Target sequence (Q01196 whole entry, looked up): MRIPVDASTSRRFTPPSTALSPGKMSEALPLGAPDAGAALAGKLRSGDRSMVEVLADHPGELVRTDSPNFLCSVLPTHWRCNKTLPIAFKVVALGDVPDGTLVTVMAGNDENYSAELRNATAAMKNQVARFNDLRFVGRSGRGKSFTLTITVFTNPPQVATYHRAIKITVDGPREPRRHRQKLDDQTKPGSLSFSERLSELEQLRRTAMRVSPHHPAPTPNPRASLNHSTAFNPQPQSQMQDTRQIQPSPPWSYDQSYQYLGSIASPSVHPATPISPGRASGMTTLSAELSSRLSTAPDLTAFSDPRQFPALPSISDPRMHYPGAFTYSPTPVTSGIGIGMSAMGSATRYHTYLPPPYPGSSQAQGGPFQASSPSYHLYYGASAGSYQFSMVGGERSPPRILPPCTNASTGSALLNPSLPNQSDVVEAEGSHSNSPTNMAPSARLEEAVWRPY
Target sequence (Q13951 whole entry, looked up): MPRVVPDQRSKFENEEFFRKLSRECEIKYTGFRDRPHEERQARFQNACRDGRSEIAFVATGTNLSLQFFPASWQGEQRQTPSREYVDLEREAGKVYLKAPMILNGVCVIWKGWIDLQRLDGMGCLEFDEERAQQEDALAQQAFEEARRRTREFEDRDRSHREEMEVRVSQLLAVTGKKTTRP
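Room-temperature protein-protein interaction test with 30 nM each of His-tagged CBF-beta and biotinylated RUNX1, 15 min with compound, then 90 min with nickel plus streptavidin beads. Signal read in AlphaScreen mode.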
GAA glycogen: GAA glycogen-cleavage inhibition or activation; AID 2100; P10253; recombinant GAA, glycogen substrate, Amplex Red glucose oxidase fluorescence; Potency, µM (doses to about 76.4 µM), inactives show at the top dose activity change, negative = inhibition, usual class: inhibitors; 300,000 compounds, 0.38% hits;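 also: potency is read from the fitted curve at half-maximal effect; 0% = full enzyme reaction and -100% = no-enzyme basal signal; the screen sought inhibitors and activators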
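Recombinant enzyme (4 nM final) with compounds titrated up to 77 uM and bovine liver glycogen (30 ug) in citrate pH 5.0, 0.01% Tween-20, 37 C 40 min. Released glucose detected by Amplex Red/glucose oxidase (Ex 573/Em 610); AC50 from Hill fits.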
LMNA splice mod: modulators of lamin A splicing; HeLa LMNA splicing GFP/RFP minigene ratio, 48 h; Potency, µM (highest dose often 46.1 µM), without a hit: top-dose ratio change, negative = inhibition, actives largely listed as inhibitors; 200,000 compounds, 0.01% hits; AID 1487; active = well fitted inhibition curve with a large enough effect in the signal ratio, with a control signal flat, not every such curve was filed as active; inconclusive = small, poorly fitted or top-dose-only effect, or effect the other way, or a change in a side signal; the % refers to the signal ratio; also: potency is read from the fitted curve at half-maximal effect; % is scaled to controls: 0 for no effect and ±100 for the full control effect
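S3 HeLa cells stably expressing lamin A-EGFP splicing minigene plus DsRed2, 600 cells/well, 48 h compound exposure at 37C. Laser-scanning cytometry; analysed as GFP (500-530 nm)/RFP (575-640 nm) total intensity ratio; 0.5% DMSO vehicle.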
HTT cytoprotect: protects HTT-Q103 PC12 cells, measured by ATP; 230,000 compounds, 0.14% hits; AID 1471; Potency, µM (top dose mostly 56.4 µM), for inactives: cytoprotection (ATP increase), most hits filed as activators; PC12 HTT-Q103 induced, cytoprotection, ATP luminescence, 40 h;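 also: potency is read from the fitted curve at half-maximal effect; % of control where 0% means no effect; nearly all actives have a fitted effect of over 45% in size; toxic huntingtin expression switched on by the ecdysone agonist tebufenozide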
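Rat PC12, Q103 Htt exon1-GFP fusion, ecdysone promoter; tebufenozide inducer 100 nM final; compound titration; qHTS, 1500 cells/well; ATPlite luminescent read.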
GAA spleen mod: inhibitors or activators of human alpha-glucosidase in spleen homogenate. human spleen homogenate, 4-MU-alpha-glucoside fluorescence. Potency, µM (doses to about 79.9 µM), inactives show at the highest dose activity change, negative = inhibition, usual class: inhibitors. 240,000 compounds, 0.006% hits. AID 2112;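 also: potency is read from the fitted curve at half-maximal effect; 0% = enzyme with vehicle and -100% = no enzyme basal signal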
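AC50 values come from Hill-equation fits of concentration-response data, normalized to no-enzyme and full-activity controls. Enzyme source: 1 ug human spleen homogenate; 1 mM fluorogenic 4-MU glucoside, pH 5.0 citrate buffer, 37 C, 40 min.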
* hit, by the source's call; ? = inconclusive; . = no result given; & = joins results of further samples; [ ] = another dose, or the depositor's remark. Unless noted, calls follow the shape of the dose curve; as a rule, active = well fitted curve in the direction sought with a large enough effect; inconclusive = small, poorly fitted or top-dose-only effect, or another doubt; inactive = no such curve, though single readings can be large; an effect the other way counts as inactive or inconclusive.

Values run as follows: HTT aggregate | GAA inh | CBFb-RUNX1 inh | GAA glycogen | LMNA splice mod | HTT cytoprotect | GAA spleen mod
1	CC(C(=O)NCCS(=O)(=O)c1ccc(Cl)cc1)S(=O)(=O)c1ccc(Cl)cc1 (stereo not drawn)
  -25.7% | -5.0% | -0.4% | -1.0% | 4.3%[46 µM] | -18.5% | -18.0%
2	Cc1noc(C)c1CSc1nnc(C)c(=O)[nH]1
  -2.6% | 3.1% | 0.0% | 0.8% | -2.0% | 20.6%&19.6%[10 µM] | 0.5%
3	O=C(NCCC1=CCCCC1)C(=O)NCC1OCCCN1S(=O)(=O)c1cc(F)ccc1F (stereo not drawn)
  -4.8% | -10.4% | 24.0% | -9.4% | -4.6%[46 µM] | -48.7%[inhibitor] | .
4	Clc1cccc(NCc2nnc(SCc3ccccc3Cl)o2)c1
  -8.7% | -12.3% | 14.5% | -11.1% | 11.2% | -10.4% | 2.3%
5	O=C(CSc1ncccn1)NCc1ccccc1
  7.3% | -0.2% | 4.5% | 2.9% | -3.3% | -5.6%[10 µM] | -5.8%
6	COc1cccc(CNC(=O)CCC2CCCN(C(=O)Cc3ccccc3F)C2)c1 (stereo not drawn)
  . | -1.1% | -1.6% | -2.2% | . | . | -4.1%
7	CC1(C)OC(C(N)=O)C(C(N)=O)O1 (stereo not drawn)
  11.9% | 4.0% | -0.3% | 6.2% | 11.9% | 3.4% | 2.7%
8	CC(C)C[C@@H](CC(=O)N[C@H](CC(=O)N[C@@H]1CCCC[C@H]1C(=O)N[C@H](CC(=O)N[C@@H](CCC(=O)O)CC(=O)O)Cc1ccccc1)C(C)C)NC(=O)[C@@H]1CNCC[C@H]1N
  . | . | 7.0% | . | . | -3.3%[1.9 µM] | 6.0%
9	Cc1nc2sc(C(c3cccc(F)c3)N3CCC(O)CC3)c(O)n2n1 (stereo not drawn)
  22.1% | 10.2% | 0.0% | 1.8% | ? | -7.7% | -2.5%
10	Cc1cc(C)c(C#N)c(SCc2ccc(C#N)cc2)n1
  -9.4% | -8.3% | 4.2% | -0.6% | 0.0% | 19.7% | -1.0%
11	Cc1ccc(C2=Nc3cccnc3C(c3ccccc3)=NN2)cc1
  -15.7% | -2.2% | -9.4% | -16.8% | . | -26.3% | -3.3%
12	N#Cc1c(N)n(-c2cccc(C(=O)O)c2)c2nc3ccccc3nc12
  -20.7%[9.22 µM] | . | 10.2% | -12.1% | . | -4.7%[10 µM] | ?
13	C=CCN1CCN(C(c2cc(OC)ccc2OC)c2nnnn2CC2CCCO2)CC1 (stereo not drawn)
  3.8% | 0.4% | 12.6% | 15.9% | 8.9% | 9.7% | 17.9%
14	Clc1ccc(-c2cn(-c3ccccc3)c3[n+]2CCS3)cc1
  0.8%[9.22 µM] | -5.4% | -0.2% | 5.9% | -6.0%[46 µM] | -0.2%[10 µM] | 0.2%
15	Cc1ccc(CN2CCN(/N=C/c3cccs3)CC2)cc1
  ? | ? | -14.7% | -21.9% | -7.5% | 1.6%[10 µM] | 2.8%
16	C=CCn1c(SCc2ccccc2Cl)nnc1-c1sc2nc(C)cc(C)c2c1N
  -7.3%[9.22 µM] | . | 10.8% | -8.1% | . | 6.7%[10 µM] | -0.4%
17	Cc1[nH]n(-c2ccccc2)c(=O)c1C1(C(F)(F)F)C(=O)N(c2ccc(F)cc2)C2=C1C(=O)CC(C)(C)C2 (stereo not drawn)
  ? | 2.8% | -4.5% | -7.3% | -3.6% | 12.6% | 4.2%
18	C=CCn1c(Cc2ccc(OC)cc2)nnc1SCC(=O)NCCc1ccccc1
  5.0% | 3.4% | 1.6% | 10.4% | 7.6% | -18.4% | -7.8%
19	Cc1ccc(CN=C2NC(=O)C(CC(=O)NCCc3ccccc3)S2)cc1 (stereo not drawn)
  15.1% | -9.7% | 8.6% | 1.2% | -9.5%[46 µM] | 10.7%[10 µM] | 2.5%
20	CN1CCN(CCCNC(=O)CCCOc2cc(=O)n(C)c3ccccc23)CC1
  8.9% | -3.6% | 1.1% | -4.8% | 9.6% | -7.3% | 5.4%
21	CCOC(=O)/C=C1\SCC(=O)N1CCOc1cccc(Br)c1
  -4.5% | -1.4%[15.4 µM] | 3.8% | 0.1% | 9.3% | 29.3% | -2.6%
22	CCOc1cc(C(=O)NCCN2CCOCC2)cc(OCC)c1OCC
  -15.3% | -11.2% | -1.4% | -6.4% | 3.1% | 19.2%[10 µM] | -2.7%
23	Cc1cccc(Nc2ccncc2S(=O)(=O)NC(=O)NC(C)C)c1
  7.2%[20.6 µM] | -0.1%[15.4 µM] | 1.4% | 5.6% | ? | -36.5%[inhibitor] | 5.0%
24	O=C(Nc1nnc(Cc2ccccc2)s1)c1cccs1
  10.9% | -2.3% | -2.5% | 3.8% | -5.3% | -25.7% | -5.6%
25	Cc1ccccc1NC(=O)CN1CCC(n2nnc3ccccc32)CC1
  22.0% | -4.1% | 1.0% | 5.7% | 6.4% | 6.2% | 5.3%
26	CCOC(=O)C(=O)NNc1cccc(C)c1C
  9.8% | ? | 8.2% | ? | 4.9% | -8.1%[10 µM] | 8.4%
27	O=C(NC(=S)Nc1ccc2c(c1)OCCO2)c1cccc(Br)c1
  5.7% | -2.1% | ? | -10.8% | ? | 11.5%[10 µM] | -3.3%
28	O=C(CN1CCN(S(=O)(=O)c2ccc(Cl)cc2)CC1)NC(=O)NC1CCCCC1
  -16.8% | -12.9% | 2.0% | -4.4% | ? | -26.4% | -3.4%
29	COCCCNC(=O)Cc1coc2ccc3ccccc3c12
  0.4% | -11.9% | -7.0% | -3.0% | ? | -11.0% | .
30	N#CC1=C(N)OC2=C(C(=O)CCC2)[C@]12C(=O)N(CC(N)=O)c1ccccc12
  5.2% | -2.0% | 0.1% | 1.5% | 0.2% | 10.6% | -2.5%

Three compounds already listed, sorted by their value in CBFb-RUNX1 inh, ascending.
#	smiles	HTT aggregate	GAA inh	CBFb-RUNX1 inh	GAA glycogen	LMNA splice mod
20	CN1CCN(CCCNC(=O)CCCOc2cc(=O)n(C)c3ccccc23)CC1	8.9%	-3.6%	1.1%	-4.8%	9.6%
19	Cc1ccc(CN=C2NC(=O)C(CC(=O)NCCc3ccccc3)S2)cc1 (stereo not drawn)	15.1%	-9.7%	8.6%	1.2%	-9.5%[46 µM]
12	N#Cc1c(N)n(-c2cccc(C(=O)O)c2)c2nc3ccccc3nc12	-20.7%[9.22 µM]	.	10.2%	-12.1%	.

More structures
Values run as follows: HTT aggregate | GAA inh | CBFb-RUNX1 inh | GAA glycogen | LMNA splice mod | HTT cytoprotect | GAA spleen mod
31	CCOc1ccc(-c2nc(CSCC(=O)NCCN3CCOCC3)c(C)o2)cc1
  5.5% | -5.7% | 1.1% | -3.1% | 0.8% | -19.7% | -5.2%
32	CC1Oc2ccccc2N(Cc2cccnc2)C1=O (stereo not drawn)
  -11.5% | -3.2% | 4.1% | -17.3% | 2.8% | -12.9%[10 µM] | 4.9%
33	NC(=O)COC(=O)c1ccccc1OCc1ccccc1Cl
  12.8% | -0.6% | 3.2% | 2.7% | 1.5%[46 µM] | -20.9% | -1.4%
34	COc1ccccc1N1CCN(CCCNC(=O)Nc2ccccc2C)CC1
  27.3% | -14.4% | 2.0% | 5.5% | 11.8% | 14.4% | 0.8%
35	O=c1cc(CO)occ1OCc1c(F)cccc1Cl
  11.7% | -0.4% | -1.0% | -11.5% | . | . | 2.2%
36	Cc1ccc(NC(=O)c2cc(NC(=O)c3ccco3)ccc2N2CCCCC2)cc1
  -3.9% | -6.5% | 3.2% | -3.5% | 0.8% | -20.4% | -2.1%
37	CCCS(=O)(=O)N1CCN(C(=O)c2cccc(OC)c2)CC1
  -0.3% | 1.6% | 17.2% | 3.9% | 0.5% | -17.5% | 7.2%
38	CCCCOc1ccccc1N
  -2.5% | 1.2% | 2.4% | 4.0% | 11.5% | 19.9% | -1.1%
39	Cc1nnsc1C(=O)NNc1ccc(C(C)C)cc1
  6.9%[9.22 µM] | -12.6% | 14.0% | -11.2% | -3.0%[46 µM] | -1.8%[10 µM] | 3.4%
40	CCCCc1ccc(NC(=S)NCCc2ccc(S(N)(=O)=O)cc2)cc1
  ? | 1.9% | 3.2% | -19.0% | ? | 32.0%[10 µM] | -11.1%
41	O=c1[nH]n2c(=O)c3c([nH]c2c1N=Nc1cccc(C(F)(F)F)c1)CCCC3
  ? | -1.5% | -26.4% | -0.4% | ? | 13.5%[10 µM] | 1.7%
42	Cc1ccc(/C=N/NC(=O)Cn2nnc(N)n2)cc1
  -34.6%[9.22 µM] | . | 11.3% | -2.7% | . | -6.2%[10 µM] | -1.9%
43	CNc1ccc([N+](=O)[O-])cc1C(=O)O
  0.9%[9.22 µM] | -15.9% | 12.3% | -10.7% | . | 14.8%[10 µM] | -5.7%
44	O=C(NNc1c2ccccc2nc2ccccc12)c1ccccc1O
  -16.2% | -3.3% | ? | 7.3% | 17.8µM* | 8.9%[10 µM] | -4.6%
45	O=S(=O)(NCc1ccccn1)c1cc(OCC(F)(F)F)ccc1OCC(F)(F)F
  17.5%[9.22 µM] | . | 8.9% | 11.2% | . | -5.6%[10 µM] | -4.1%
46	C[C@@H](C(=O)NCC1CC1)[C@@H]1C[C@@]1(C)[C@@H](NC(=O)OCc1ccccc1)c1ccccc1
  -27.6% | -6.2%[15.4 µM] | 0.6%&5.0% | -1.9% | -7.4% | -17.2% | 8.2%&0.6%
47	O=C(CN1C(=O)c2ccccc2C1=O)Nc1nccs1
  -23.5%[9.22 µM] | . | 8.0% | 7.6% | . | 19.9%[10 µM] | 4.8%
48	Cc1ccc(Nc2nc(N)c([N+](=O)[O-])c(N3CCOCC3)n2)cc1
  3.2% | 2.7% | -2.3% | 5.5% | -7.5% | 2.6%[10 µM] | -4.0%
49	CC(O)Cc1cn([C@@H](CCCCN)C(=O)N2CCNCC2)nn1 (stereo partly drawn)
  1.8%[9.22 µM] | . | 13.0% | -3.7% | . | -7.7%[10 µM] | 6.3%
50	CC(C)CC(C(=O)N1CCOCC1)N1Cc2ccccc2C1=O (stereo not drawn)
  -0.5% | 1.8% | -6.7% | 2.7% | 9.1%[46 µM] | 8.5%[10 µM] | 1.9%
51	Cc1cc(N2C(=O)[C@@H]3[C@H](C2=O)[C@@H]2C[C@H]3C(Br)C2Br)no1 (stereo partly drawn)
  24.8%[9.22 µM] | -0.2% | 8.3% | -11.0% | . | 12.1%[10 µM] | 9.1%
